OX1R FRET antag = antagonists of human orexin 1 receptor (OX1R); O43613; OX1R-expressing cells, FRET antagonist read-out; inhibition, % at 6.6 µM; actives 1.8% (n = 330,000); AID 485270; in the data active = inhibition mostly above about 38%, no sharp cut-off; inactive = mostly below about 40%;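 also: 0% = agonist challenge alone and 100% = reference antagonist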
Target sequence (O43613 whole entry, looked up): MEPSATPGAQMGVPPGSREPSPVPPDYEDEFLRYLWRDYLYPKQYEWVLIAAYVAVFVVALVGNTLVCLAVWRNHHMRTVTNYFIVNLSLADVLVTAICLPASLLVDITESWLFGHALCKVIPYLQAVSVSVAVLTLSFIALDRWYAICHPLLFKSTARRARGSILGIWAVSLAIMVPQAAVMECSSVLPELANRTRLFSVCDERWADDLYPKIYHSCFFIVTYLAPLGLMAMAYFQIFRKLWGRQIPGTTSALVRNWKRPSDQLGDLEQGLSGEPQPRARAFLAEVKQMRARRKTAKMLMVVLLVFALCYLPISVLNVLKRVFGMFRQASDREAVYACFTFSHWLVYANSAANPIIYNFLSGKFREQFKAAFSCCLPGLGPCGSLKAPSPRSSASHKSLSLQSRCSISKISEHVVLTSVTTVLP
KCNQ2 block = KCNQ2 channel blockers in CHO-K1 cells – cell-based, FluxOR thallium flux, B-score, primary screen (AID 2156); actives 1.1% (n = 310,000); B-score at 10 µM; 20 min; hits give low values;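 active = fluorescence ratio B-score at most minus 3 library SDs, with starting brightness B-score within 2 library SDs, cut at about -5.5 in these data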
STK33 inh = blocks human STK33 kinase activity. Q9BYT3. purified STK33, MBP phosphorylation, ADP-Glo luminescence. inhibition, % at 10 µM. actives 0.073% (n = 320,000). AID 2661;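 active = inhibition at or above 25%, using the most active replicate where run in duplicate; inactive = inhibition below 25%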
Target sequence (Q9BYT3 whole entry, looked up): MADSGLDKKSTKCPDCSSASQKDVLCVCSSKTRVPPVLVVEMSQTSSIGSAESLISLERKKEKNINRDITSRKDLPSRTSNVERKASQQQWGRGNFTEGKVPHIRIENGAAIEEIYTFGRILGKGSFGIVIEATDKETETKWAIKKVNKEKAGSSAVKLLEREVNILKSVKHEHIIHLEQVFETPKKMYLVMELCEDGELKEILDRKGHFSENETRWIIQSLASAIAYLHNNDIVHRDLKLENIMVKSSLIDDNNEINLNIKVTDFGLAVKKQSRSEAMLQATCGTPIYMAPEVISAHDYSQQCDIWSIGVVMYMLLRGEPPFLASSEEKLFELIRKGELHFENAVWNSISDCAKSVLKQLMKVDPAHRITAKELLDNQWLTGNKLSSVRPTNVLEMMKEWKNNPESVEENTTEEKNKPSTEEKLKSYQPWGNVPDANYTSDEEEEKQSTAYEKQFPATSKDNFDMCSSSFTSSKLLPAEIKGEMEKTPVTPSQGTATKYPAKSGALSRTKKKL
* hit, by the source's call; i = inactive; nt = not tested or not shown.

no.	SMILES	OX1R FRET antag	KCNQ2 block	STK33 inh
1	O=[N+]([O-])c1ccc(Nc2ccccc2)c2nonc12	68.0*	i	1.2
2	CCOC(=O)C1=C(O)CCn2c1nc1ccccc12	1.9	i	-1.3
3	O=C(N/N=C/c1cc2c(cc1Cl)OCO2)c1ccccn1	6.2	i	-0.7
4	CCOC(=O)C1CCN(C(=O)CCNC(=O)c2cc(OC)c(OC)c(OC)c2)CC1	8.6	i	-1.9
5	CNC(=O)Nc1cc(NC(=O)NC)cc(C(F)(F)F)c1	3.8	i	0.3
6	CC1CCC(NC(=O)CSc2nnnn2C)CC1 (stereo not given)	-4.8	nt	0.8
7	CCS(=O)(=O)N1CCC(C(=O)Oc2ccccc2OC)CC1	7.3	i	-1.1
8	Cc1cc(C(=O)CSc2nnnn2C)c(C)n1CCc1ccc(F)cc1	1.6	i	-0.6
9	COc1ccccc1/C=C(/C(=O)OCC(=O)N(C)Cc1ccccc1)c1ccccc1	31.1	i	-1.3
10	O=C(O)c1ccccc1-c1ccccc1C(=O)Nc1ccc(F)cc1	7.7	i	-0.4
11	CCOc1ccc(C2C(C#N)=C(N)Oc3n[nH]c(C)c32)cc1OC(=O)C1CC1 (stereo not given)	4.8	i	0.0
12	COC(=O)c1ccccc1NC(=O)CCS(=O)(=O)c1cc2c(cc1C)NC(=O)CO2	9.7	i	0.2
13	O=C(NCc1ccc(OC(F)(F)F)cc1)C1CC(c2c(Cl)cccc2Cl)=NO1 (stereo not given)	13.8	i	-0.1
14	COc1ccc(NC(=O)[C@@H]2CC=C[C@@H]3CCN(C4CCCCC4)C(=O)[C@@H]32)cc1	34.2	i	0.8
15	Cc1c(-n2c(SCC(=O)O)nnc2-c2ccccc2Cl)c(=O)n(-c2ccccc2)n1C	9.6	i	-0.8
16	Cc1cc(OCc2ccc(C(=O)Nc3ccc(C(=O)O)cc3)o2)ccc1Cl	5.7	i	-0.3
17	CC(NCCOc1ccccc1F)C(=O)Nc1ccc(S(N)(=O)=O)cc1 (stereo not given)	-12.3	i	-0.3
18	O=C(/C=C/Nc1cccc(C(F)(F)F)c1)c1ccco1	19.5	i	-1.2
19	CCCn1nc(NC(=O)c2ccco2)c2cc3cc(C)ccc3nc21	3.3	i	-1.0
20	Cc1cc(S(=O)(=O)NC(C)c2nnc3ccccn23)ccc1Br (stereo not given)	6.0	nt	-0.1
21	CC(=O)C1=C(C)Nc2ncnn2C1c1ccc(F)cc1 (stereo not given)	4.4	i	-1.8
22	O=C(Nn1cnc2ccccc2c1=O)c1cccc(Cl)c1	12.9	i	0.4
23	Cc1ccc(NC(=O)CCN2C(=O)c3ccccc3S2(=O)=O)cc1C	21.0	i	-1.4
24	CCNC(=O)NC(=O)CSc1nc2ccccc2n1CCOC	-0.5	i	-3.9
25	CN(C)/C=C/C(=O)c1ccc(F)cc1F	5.0	i	-0.5
26	COc1cc(C(=O)c2nccc3cc(OC)c(OC)cc23)c([N+](=O)[O-])cc1OC	44.2	i	1.6
27	Cc1ccc(C)c(-n2c3nc(=O)[nH]c(=O)c-3cc3cc([N+](=O)[O-])ccc32)c1	43.6	nt	-8.0
28	COc1ccc(NC(=O)c2cccc(S(=O)(=O)N3CCCC3)c2)cc1OC	-1.5	nt	0.1
29	CSc1nc(-c2ccccc2)nn1C(=O)c1ccco1	11.8	i	-0.8
30	CC(CCN1C(Nc2ccccc2)=NC[C@@H]1Cc1ccccc1)c1ccccc1 (stereo not given in full)	22.4	i	-0.4
31	O=C(CN1CCN(C/C=C/c2ccccc2)CC1)Nc1cc([N+](=O)[O-])ccc1Cl	25.3	i	-0.4
32	Cc1ccc([N+](=O)[O-])c(OCCn2cnc3ccccc32)c1	24.3	i	-1.4
33	CCN(Cc1ccncc1)C(=O)c1cc(COc2ccc(F)cc2Cl)on1	18.9	i	-0.9
34	COc1ccc(NC(=O)CN2CCN(c3ccccc3Cl)CC2)cc1	16.9	i	-0.3
35	Cc1ccc(C(=O)NCCN2CCOCC2)cc1C	-3.1	i	2.3
36	COc1ccc(Cl)cc1NC(=O)CN1C(=O)NC(Cc2c[nH]c3ccccc23)C1=O (stereo not given)	29.8	nt	0.4
37	C=CCOn1c(=O)c(-c2ccc(OC)cc2)[n+]([O-])c2ccccc21	98.3*	i	-0.6
38	Cc1ccc(-c2nnn(CC(=O)N(c3cccc(F)c3)C(C(=O)NC3CCCC3)c3ccncc3)n2)o1 (stereo not given)	16.4	i	-0.9
39	O=C(COC(=O)c1ccco1)Nc1ccc2[nH]c(=O)[nH]c2c1	2.2	nt	-2.4
40	COc1ccc(CN2CCNC(=O)C2CC(=O)N(C)Cc2ccon2)c(F)c1 (stereo not given)	9.6	i	1.0
41	O=c1[nH]c2ccc(Cl)cc2c(=O)n1Cc1ccco1	24.5	i	-3.1
42	CCOc1cc(S(=O)(=O)N2CCN(CC)CC2)ccc1Cl	10.8	i	-5.6
43	CCc1ccc(NC(=O)C2CCN(S(=O)(=O)c3c(C)[nH]c(=O)[nH]c3=O)CC2)cc1	11.9	i	-0.9
44	O=C1NC(=O)/C(=C\c2cn(CC(=O)N3CCOCC3)c3ccccc23)S1	5.4	i	-1.3
45	COc1ccccc1C(=O)N(CCN(C)C)c1nc2cc(C)cc(C)c2s1	21.1	i	-2.3
46	COc1ccc(-c2cc3nc(C)cc(NCCO)n3n2)cc1	1.3	i	0.9
47	NS(=O)(=O)c1ccc(Sc2nc3ccccc3s2)c([N+](=O)[O-])c1	15.8	i	-0.5
48	CCCCC(=O)OCc1c(-c2cccc(OC)c2)ncc2ccccc12	2.9	nt	-1.4
49	Cn1ccnc1C(=O)c1cc(SCC(=O)NC2CC2)nc2ccccc12	29.2	i	-0.5
50	COc1ccc2nc(SCCOC(=O)Nc3ccc(Cl)cc3)nc(C)c2c1	34.2	i	-3.3
51	O=C(COc1ccc(F)c(Cl)c1)Nc1ccc(N2CCOCC2)cc1	17.2	nt	-2.1
52	COc1ccc2oc(=O)c(-c3ccccc3C(=O)N3CCOCC3)cc2c1	15.8	i	-1.1
53	CC(=O)Nc1ccc(-c2nnc(SCc3ccc(C)cc3)n2C)cc1	10.5	i	0.4
54	Cc1ccc(NC(=O)COC(=O)C2(CC(=O)NC(C)C)CCCC2)cc1C	5.3	nt	0.4
55	Cc1cc(C)c(-c2csc(NC(=O)c3n[nH]c(=O)c4ccccc34)n2)c(C)c1	20.6	i	-1.3
56	Cc1ccc(S(=O)(=O)N/N=C\c2ccccc2OCc2ccccc2)cc1	12.6	i	-0.8

Other results
no.	SMILES	OX1R FRET antag	KCNQ2 block	STK33 inh
57	CN(C(=O)COC(=O)COc1ccc(Cl)cc1)C1CCCCC1	4.6	i	0.8
58	COc1ccc(-c2noc(C3CCCN(C(=O)Nc4ccccc4F)C3)n2)cc1 (stereo not given)	14.6	i	-0.5
59	O=c1c(=O)n2c(nn1Cc1ccc(F)cc1)sc1ccccc12	-0.8	i	0.2
60	CC(C)CCNc1nc(-c2ccco2)c2c(c1C#N)CCCC2	13.7	-6.8*	0.7
61	COc1ccccc1NC(=O)CSc1nnc(-c2ccncc2)o1	11.2	i	-0.8
62	COc1ccc(CCNC(=O)c2cccc(S(=O)(=O)N3CCCCC3)c2)cc1	3.5	i	-2.6
63	COc1ccc(C(=O)N/N=C\C(C)=C\c2ccccc2)cc1OC	29.7	i	0.4
64	CC(C)(C)OC(=O)CN1C(=O)NC2(CCCc3ccccc32)C1=O (stereo not given)	5.4	i	-3.6
65	COc1ccc2cc3c(N)nn(C(=O)c4ccc(Cl)c([N+](=O)[O-])c4)c3nc2c1	17.9	i	0.5
66	O=C(c1ccco1)N1CCN(CC(O)COc2ccc(Br)cc2)CC1 (stereo not given)	19.1	i	-1.5
67	Cc1ccc2c(C)nc(Nc3nc(CSc4nc5ccccc5[nH]4)cc(=O)[nH]3)nc2c1	5.6	i	-1.1
68	Cc1cc(N2C(=O)NC(=O)CC2C)c(C)cc1C(C)C (stereo not given)	20.5	i	-1.5
69	CNC(=O)c1ccc(NC(=O)c2ccc3c(=O)n4c(nc3c2)CCC4)cc1	4.2	nt	0.0
70	O=C(OCC(=O)N1CCOCC1)c1cccc(S(=O)(=O)Nc2ccc(F)cc2)c1	2.5	nt	-1.2
71	COc1ccc(-c2ccc3c(N)c(C(=O)c4cccc(OC)c4)sc3n2)cc1	14.5	i	-1.1
72	Cn1c(N)c(C(=O)COC(=O)CSc2cccc3cccc(Cl)c23)c(=O)n(C)c1=O	17.7	i	-0.1

Screen by screen, as entered above.
Nos. 65 to 72 in KCNQ2 block read i, i, i, i, nt, nt, i, i
Nos. 65 to 72 in OX1R FRET antag read 17.9, 19.1, 5.6, 20.5, 4.2, 2.5, 14.5, 17.7
Nos. 65 to 72 in STK33 inh read 0.5, -1.5, -1.1, -1.5, 0.0, -1.2, -1.1, -0.1

The listing continues.
no.	SMILES	OX1R FRET antag	KCNQ2 block	STK33 inh
73	CC(C)CCC1(C)NC(=O)N(CC(=O)NCC(=O)Nc2ccc(F)c(F)c2F)C1=O (stereo not given)	2.8	nt	0.6
74	COc1ccc(C(=O)Nc2ccc3oc(-c4cccc(F)c4)nc3c2)cc1OC	7.8	i	-1.5
75	Cc1cc(NC(=O)C2CC(=O)N(c3ccc(Cl)cc3)C2)no1 (stereo not given)	12.4	i	1.1
76	COc1ccc(C)cc1Nc1n[n+](-c2ccccc2)c(-c2c(Cl)cccc2Cl)s1	44.2	-6.47*	1.0
77	Cc1ccccc1-c1nnc(NC(=O)c2ccc(N3C(=O)CCC3=O)cc2)s1	5.4	i	-0.3
78	O=C1NC(=S)N(C(=O)c2ccc(F)cc2)/C1=C/c1ccccc1	40.0	i	-0.5
79	CCn1c(SCC(=O)Nc2ccc(OC)cc2)nc2c(c1=O)SCC2	18.8	i	0.5
80	CCOC(=O)c1c(NC(=O)c2ccccc2)sc2c1CCc1ccccc1-2	6.9	i	-0.9
81	Cc1cc(Nc2cccc(C)c2C)n2nc(C)nc2n1	5.8	i	-2.0
82	O=C(CNS(=O)(=O)c1ccc(Br)s1)NCc1ccccc1	-3.3	i	-2.2
83	CCN(CC)C(=O)CC(c1ccc(N(C)C)cc1)c1c(OC)cc(OC)c2ccc(=O)oc12 (stereo not given)	19.5	i	-1.8
84	O=C(/C(=C/c1ccc(Cl)cc1)c1nc2ccccc2[nH]1)c1cccs1	16.0	-6.31*	1.3
85	Cc1cccc(N2CCN(C(=O)CCNC(=O)Cn3ccc4ccccc4c3=O)CC2)c1C	25.0	i	0.6

An excerpt from above in order of count of non-hydrogen atoms, falling.
no.	SMILES	OX1R FRET antag	KCNQ2 block	STK33 inh
38	Cc1ccc(-c2nnn(CC(=O)N(c3cccc(F)c3)C(C(=O)NC3CCCC3)c3ccncc3)n2)o1 (stereo not given)	16.4	i	-0.9
85	Cc1cccc(N2CCN(C(=O)CCNC(=O)Cn3ccc4ccccc4c3=O)CC2)c1C	25.0	i	0.6
67	Cc1ccc2c(C)nc(Nc3nc(CSc4nc5ccccc5[nH]4)cc(=O)[nH]3)nc2c1	5.6	i	-1.1
73	CC(C)CCC1(C)NC(=O)N(CC(=O)NCC(=O)Nc2ccc(F)c(F)c2F)C1=O (stereo not given)	2.8	nt	0.6
76	COc1ccc(C)cc1Nc1n[n+](-c2ccccc2)c(-c2c(Cl)cccc2Cl)s1	44.2	-6.47*	1.0
11	CCOc1ccc(C2C(C#N)=C(N)Oc3n[nH]c(C)c32)cc1OC(=O)C1CC1 (stereo not given)	4.8	i	0.0
69	CNC(=O)c1ccc(NC(=O)c2ccc3c(=O)n4c(nc3c2)CCC4)cc1	4.2	nt	0.0
48	CCCCC(=O)OCc1c(-c2cccc(OC)c2)ncc2ccccc12	2.9	nt	-1.4
53	CC(=O)Nc1ccc(-c2nnc(SCc3ccc(C)cc3)n2C)cc1	10.5	i	0.4
64	CC(C)(C)OC(=O)CN1C(=O)NC2(CCCc3ccccc32)C1=O (stereo not given)	5.4	i	-3.6
47	NS(=O)(=O)c1ccc(Sc2nc3ccccc3s2)c([N+](=O)[O-])c1	15.8	i	-0.5
7	CCS(=O)(=O)N1CCC(C(=O)Oc2ccccc2OC)CC1	7.3	i	-1.1
22	O=C(Nn1cnc2ccccc2c1=O)c1cccc(Cl)c1	12.9	i	0.4
68	Cc1cc(N2C(=O)NC(=O)CC2C)c(C)cc1C(C)C (stereo not given)	20.5	i	-1.5
41	O=c1[nH]c2ccc(Cl)cc2c(=O)n1Cc1ccco1	24.5	i	-3.1
6	CC1CCC(NC(=O)CSc2nnnn2C)CC1 (stereo not given)	-4.8	nt	0.8
25	CN(C)/C=C/C(=O)c1ccc(F)cc1F	5.0	i	-0.5

Screening data (PubChem)
